CTSL1 counter: cathepsin L1 inhibition, PFM18AAP counter-screen. recombinant F. hepatica cathepsin L1, Z-Leu-Arg-MCA fluorescence. inhibition, % at 5.96 µM. 0.49% of 300,000 active;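 active = inhibition above the mean of all tested compounds plus 3 SD, set per screening campaign, cut at about 17% in these data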;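 also: 0% = plate median of test compound wells and 100% = 1 µM Z-Phe-Ala-diazomethylketone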
LYPLA2 counter: LYPLA2 (human) inhibition in PME1 counter-screen; recombinant LYPLA2, FP-Rh probe fluorescence polarization; inhibition, % at 5.9 µM; AID 2177; 0.38% of 320,000 active; O95372;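 active = inhibition above the screen-wide mean plus 3 SD, limit set per campaign, cut at about 26% in these data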;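 also: 0% = LYPLA2 with DMSO and 100% = wells lacking LYPLA2 enzyme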
Target sequence (O95372 whole entry, looked up): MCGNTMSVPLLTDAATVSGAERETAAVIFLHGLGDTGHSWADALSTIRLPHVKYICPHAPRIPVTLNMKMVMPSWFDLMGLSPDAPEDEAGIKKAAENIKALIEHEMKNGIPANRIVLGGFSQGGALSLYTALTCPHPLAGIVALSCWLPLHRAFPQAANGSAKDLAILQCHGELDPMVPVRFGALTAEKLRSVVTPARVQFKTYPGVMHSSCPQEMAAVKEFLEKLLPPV
TPT1 inhibitor: blocks Candida albicans tRNA 2'-phosphotransferase; inhibition, % at 5 µM; AID 1962; 0.81% of 300,000 active; recombinant caTPT1, FP RNA substrate dephosphorylation;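 active = inhibition above the mean of all tested compounds plus 3 SD, set per screening campaign, cut at about 24% in these data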;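 also: plate controls were DMSO alone for no effect and ferristatin control at 100 nM for full effect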
PP1 inh: counter-screen for PP5 inhibitors: inhibitors of human PP1-alpha. purified PP1alpha, OMFP fluorescence. inhibition, % at 6.7 µM. 0.9% of 320,000 active. AID 2235;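 active = inhibition above the mean inhibition of all tested compounds plus 3 SD, computed separately for each screening campaign, cut at about 15% in these data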
HCV core dimer: HCV core protein dimerization inhibition; TR-FRET GST/Flag-core106 dimerization, 1536-well; inhibition, % at 5 µM; 0.33% of 300,000 active; AID 1899;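 active = inhibition above the mean of all tested compounds plus 3 SD, set per screening campaign, cut at about 45% in these data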
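Material: Tagged HCV core106 pair (GST and Flag) | Amount: GST-core106 13.5 nM, Flag-core106 17 nM | Medium: KF-containing HEPES buffer, pH 7.45, DTT, CHAPS, BSA | Reagent: Eu donor and XL665 acceptor anti-tag antibodies | Schedule: 4 h at 22.5 °C | Technique: Time-resolved FRET, ex 340 nm, em 617 and 671 nm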
PP5 inh: inhibitors of human protein phosphatase 5 (PP5) | inhibition, % at 6.7 µM | 0.18% of 320,000 active | P53041 | purified PP5c, OMFP substrate fluorescence;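 active = inhibition above the campaign's mean inhibition across all tested compounds plus 3 SD, cut at about 9.5% in these data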;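 also: 0% = DMSO only and 100% = 100 µM cantharidin control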
Efflux pump mplx: antifungal efflux pump inhibition, Nile Red retention; S. cerevisiae Candida pump triplex; inhibition, % at 10 µM; 0.44% of 330,000 active; AID 485275;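 active = plate passing quality check with inhibition over a set limit, or well fluorescence over plate mean plus 4 SD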;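 also: Nile Red retained in pooled yeast measured as flow cytometry median fluorescence; 0% = buffer negative control and 100% = Enniatin B positive control; higher means more Nile Red kept so more efflux inhibition; some compounds called inactive have numbers as strong as hits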
PREPL inh: inhibits the human prolyl oligopeptidase-like enzyme. Q4J6C6. recombinant PREPL, fluorescence polarization activity-based probe. inhibition, % at 5.96 µM. 0.68% of 320,000 active; in the data active = inhibition above about 43%;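 also: 0% = enzyme with DMSO and 100% = wells lacking enzyme; many of its hits are not listed in these tables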
Target sequence (Q4J6C6 whole entry, looked up): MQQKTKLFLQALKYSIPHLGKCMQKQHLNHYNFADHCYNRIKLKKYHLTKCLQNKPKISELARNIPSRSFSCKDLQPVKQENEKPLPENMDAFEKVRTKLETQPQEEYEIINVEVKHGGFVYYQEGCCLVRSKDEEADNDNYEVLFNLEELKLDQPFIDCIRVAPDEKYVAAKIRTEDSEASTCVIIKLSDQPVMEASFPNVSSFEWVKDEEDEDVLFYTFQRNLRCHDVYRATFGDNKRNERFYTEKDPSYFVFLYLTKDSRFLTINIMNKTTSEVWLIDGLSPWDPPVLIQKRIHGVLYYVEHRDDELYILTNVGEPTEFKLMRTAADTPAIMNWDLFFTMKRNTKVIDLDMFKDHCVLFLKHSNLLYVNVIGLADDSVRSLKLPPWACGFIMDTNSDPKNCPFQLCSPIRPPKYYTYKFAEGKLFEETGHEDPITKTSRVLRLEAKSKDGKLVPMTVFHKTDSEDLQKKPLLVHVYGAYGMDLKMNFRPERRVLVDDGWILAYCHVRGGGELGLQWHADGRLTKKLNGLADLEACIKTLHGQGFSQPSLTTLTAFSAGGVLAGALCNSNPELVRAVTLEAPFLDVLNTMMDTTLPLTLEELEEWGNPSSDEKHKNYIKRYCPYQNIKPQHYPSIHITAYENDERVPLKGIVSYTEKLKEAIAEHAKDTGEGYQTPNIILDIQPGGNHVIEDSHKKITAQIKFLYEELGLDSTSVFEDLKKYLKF
GASC-1 inh: inhibitors of human GASC-1 (JMJD2C) demethylase; AID 2099; GST-JMJD2C(1-420) H3K9me3 demethylation, DELFIA europium; 0.069% of 330,000 active; inhibition, % at 2.35 µM;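 active = more than half of a compound's replicate wells show inhibition beyond 50%, single wells judged on their own value; inconclusive = some, but no more than half, of replicates pass 50% inhibition; inactive = no replicate passes 50% inhibition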;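 also: signal counts dimethyl H3K9 product captured on neutravidin plate; 0% = median of DMSO wells and 100% = 0.3 times that DMSO median; strong numbers were not always called active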
An asterisk follows results filed as active; ? = inconclusive; · = no result given. Not all compounds are listed; count on the stated rates, not on these rows.

SMILES	CTSL1 counter	LYPLA2 counter	TPT1 inhibitor	PP1 inh	HCV core dimer	PP5 inh	Efflux pump mplx	PREPL inh	GASC-1 inh
Cc1ccc(S(=O)(=O)N2CCCC2C(=O)Nn2cnnc2)cc1 (stereo not given)	3.4	1.8	1.4	-4.6	-0.3	0.9	0.0	-3.6	2.5
CN(C)C(=S)Nc1ccc(N2CCOCC2)cc1	4.3	-1.0	1.2	-3.7	2.3	-0.2	0.1	3.7	-8.9
CCC(C)NC(=O)CSC1=Nc2ccccc2C2=NC(CC(=O)NCc3ccc(F)cc3)C(=O)N12 (stereo not given)	-1.6	14.0	-3.3	3.0	-7.8	1.4	0.0	6.0	-8.7
C=CCn1c(C)cc(C(=O)COC(=O)/C=C/c2cccc(OC)c2)c1C	-8.5	4.2	-2.3	-0.4	11.7	3.0	-0.1	-3.2	-13.1
O=C(NCC1CC1)C1CCCN(S(=O)(=O)c2ccc(-n3cnnn3)cc2)C1 (stereo not given)	-1.2	1.4	2.2	-2.6	-5.9	-0.8	0.0	10.8	3.2
CS(=O)(=O)N1CCC(C(=O)Nc2ccccc2F)CC1	-1.1	1.4	1.2	-0.3	-0.3	-0.6	0.0	3.9	-3.3
CC(CCc1ccco1)NC(=O)CCc1nnc2ccc(NCc3ccc(Cl)cc3)nn12 (stereo not given)	6.4	3.1	2.2	22.4*	5.3	3.0	0.4	7.8	4.7
Cc1cc(C(F)F)n2nc(C(=O)Nc3ccc(F)cc3F)nc2n1	-1.9	5.8	-5.0	-2.5	-4.2	-0.9	0.0	-0.9	-8.0
O=C(O)C1CCN(C(=O)COc2ccc3c4c(c(=O)oc3c2)CCCC4)CC1	11.7	0.6	-4.7	4.7	7.1	-4.2	-0.1	8.8	?
CCN(CC)C(=O)CC(c1ccc(N(C)C)cc1)c1c(O)cc(OC)cc1OC (stereo not given)	-1.3	1.8	0.2	-1.6	-17.9	4.2	0.2	-10.8	2.7
C=CCNC(=S)N1CCC(C(=O)c2ccc(C)cc2)CC1	2.0	4.8	-1.1	-1.7	0.7	-0.7	-0.1	10.1	13.9
O=S(=O)(c1ccc(-c2ccno2)s1)N1CCCCC1	-0.7	3.1	-2.4	-0.1	-9.7	-0.8	-0.5	3.2	10.5
Cc1ccc(-c2nnc3c(C(F)(F)F)nc4ccccc4n23)cc1	1.5	5.4	0.7	-2.6	4.6	-3.0	-0.1	5.0	-7.6
Cc1ccc(C(=O)Nc2nnc(Cc3ccccc3)s2)cc1	0.7	2.7	-2.1	5.7	-7.8	1.0	-0.1	11.8	-13.3
O=C(c1ccc(Cl)c(Cl)c1)N(Cc1ccco1)c1ccc(O)cc1	-0.9	0.9	2.1	0.5	8.7	2.1	0.0	-4.8	-0.2
COc1ccc(-c2csc3ncnc(NCCO)c23)cc1	-1.6	2.9	-1.7	-2.7	0.0	-1.4	0.0	-4.3	16.6
COc1ccc(C(=O)Cn2nc(CNc3ccc(Br)cc3)[n+]3c2CCCCC3)cc1	-2.3	-0.6	3.3	10.9	-7.4	1.6	-0.1	28.8	-4.9
O=C(CCCOc1ccc(Cl)cc1)Nc1cccc(C(=O)O)c1	-1.5	-0.6	-1.6	-2.1	-1.8	0.9	0.1	-6.2	5.8
COc1cc2nc(=S)n3[nH]c(CCn4nc(C)cc4C)nc3c2cc1OC	6.8	2.8	3.0	1.5	-0.7	0.9	-0.1	6.5	-3.3
CCN(CC)c1ccc(N2C(=O)/C(=C\c3cccs3)SC2=S)cc1	1.9	3.1	-3.8	-3.2	4.5	2.6	0.1	10.8	6.6
CC[N+](C)(CC)CCOC(=O)C1c2ccccc2Oc2ccccc21	-1.2	-2.4	-4.2	1.1	-5.3	-1.1	-0.1	2.5	7.3
COCCN(CCOC)C(=O)N1CCOCC1	-1.1	1.1	-2.8	-5.1	-1.8	2.0	0.0	5.2	-21.2
COCCN(C(=O)CCN1C(=O)C2CC=CCC2C1=O)c1c(N)n(CC(C)C)c(=O)[nH]c1=O (stereo not given)	·	-2.5	·	-0.9	·	0.3	-0.1	5.5	3.4
CN1CCN(S(=O)(=O)c2ccc3c4c(cccc24)C(=O)N3)CC1	-0.8	1.5	-6.1	-2.9	1.1	-0.5	-0.1	6.0	0.7
Cc1ccc([N+](=O)[O-])cc1NC1OC(CO)C(O)C1O (stereo not given)	-2.3	-0.8	-2.5	0.0	-4.3	1.7	0.0	15.7	2.1
CC(C)(C)NC(=O)C(c1ccc(F)cc1)N(CCc1ccccc1)C(=O)c1ccn[nH]1 (stereo not given)	-0.7	-2.1	-5.2	1.9	-1.8	0.7	-0.1	4.2	1.9
Cc1cccc(C2Nc3ccccc3C(=O)N2c2ccc(F)cc2)n1 (stereo not given)	-4.2	3.8	-5.5	0.3	-1.3	2.2	-0.2	0.5	19.4
COc1ccc(CNC(=O)COC(=O)c2cncc(Br)c2)cc1	-2.4	8.4	-0.1	1.3	-1.0	-0.1	0.0	-3.0	4.5
O=C(/N=C1/c2ccccc2CN1c1ccccc1)Nc1ccccc1	2.7	-3.1	-0.4	-1.4	0.1	1.1	0.2	10.0	-1.0
CC(C)(C)C1CCc2c(sc(NC(=O)CSc3nnc(-c4ccccc4)o3)c2C#N)C1 (stereo not given)	5.0	-9.8	3.5	1.0	5.2	-1.1	0.1	-3.1	14.8
C/C(CC(=O)Nc1ccc(Cl)cc1C(F)(F)F)=N\NC(=O)c1ccccn1	3.4	-8.4	0.7	0.1	-5.2	-1.5	1.1	7.3	-3.4
CN(Cc1ccc(Br)s1)C(=O)CNC(=O)c1ccc2c(c1)OCO2	·	2.6	·	-0.2	·	1.9	-0.4	3.8	17.8
C=CCSc1cc(C)nc2c(-c3ccccc3)cnn12	-6.1	7.6	-0.4	1.9	0.0	3.8	0.0	13.9	-66.2
CC(=O)NC(C)c1nc2ccccc2n1CC(=O)NC(C)CCc1ccccc1 (stereo not given)	0.0	-3.4	-1.1	2.4	-4.9	-1.5	0.3	-15.2	-14.8
Cc1ccc(C2CC(c3cccc(C)c3)n3nc(N)nc3N2)cc1 (stereo not given)	-4.0	3.8	-1.9	-1.4	5.3	2.5	0.3	54.5*	0.5
Cc1ccc(-c2cc(-c3ccc(F)cc3)c(C#N)c(N)n2)o1	0.4	-1.3	11.9	3.3	31.1	4.1	0.2	21.2	-1.8
CCC(CC)NC(=O)COC(=O)CCC(=O)c1cccs1	-43.2	2.5	-1.2	-1.0	-8.2	0.2	-0.1	3.3	9.2
COc1ccc(-n2c(Cn3nnc4ccccc43)nnc2SCC(=O)O)cc1	-1.2	-2.8	1.1	0.1	0.7	0.2	0.4	5.1	5.4
COC(=O)Cn1c(CN2CCc3ccccc3C2)nc2c1c(=O)n(C)c(=O)n2C	-1.8	2.5	-4.7	1.8	-4.6	2.0	0.0	3.5	-13.9
CCOC(=O)c1ccoc1CSCC(=O)N1CCN(S(=O)(=O)c2ccc(C)cc2)CC1	0.1	3.6	-1.5	1.6	-2.0	2.9	0.1	7.8	3.8
CC(C)c1ccc(CC(NC(=O)c2ccccc2)C(=O)NCC(=O)O)cc1 (stereo not given)	-1.9	5.5	2.5	0.8	4.2	3.9	0.3	6.7	-18.0
Clc1cccc(Cl)c1C1=NOC(c2nnc(-c3ccccc3)o2)C1 (stereo not given)	-3.7	-3.3	2.0	3.1	7.0	2.8	-0.1	2.5	6.5
Cc1ccccc1NC(=O)c1cccc(S(=O)(=O)Nc2cccc(C(=O)O)c2)c1	-5.5	-2.6	-0.6	-1.1	-2.6	2.6	0.2	8.6	1.3
COC(=O)c1c(NC(=O)CN2CCOCC2)sc2c1CCC(C)C2 (stereo not given)	2.8	6.1	-2.4	-1.1	-3.6	3.8	0.0	4.6	12.7
O=C(c1ccc(Cl)cc1)[C@@H]1[C@@H]2C(=O)N(c3ccccc3)C(=O)[C@@H]2C2c3ccccc3C=NN21 (stereo not given in full)	1.8	-3.9	-8.0	1.3	4.3	2.2	-0.1	17.6	-6.5
CC(C)C(NC(=O)c1ccccc1F)C(=O)OCC(=O)c1ccc(F)cc1 (stereo not given)	-16.5	1.9	-7.6	-5.0	0.0	2.4	-0.1	-4.4	4.4
Cn1c(COc2ccccc2)nnc1SCc1nc2ccccc2[nH]1	-2.2	3.1	2.6	1.8	1.4	0.3	0.1	4.1	6.8
CN(C)c1nc(-c2ccccc2)nc(-c2ccc(Cl)cc2)c1C#N	3.4	-0.9	-2.7	-3.1	1.4	-0.9	0.0	1.6	7.2
Cc1ccc(C(NC(=O)c2ccccc2)C(Cl)(Cl)Cl)cc1 (stereo not given)	-1.9	-2.4	-0.9	-0.6	-4.7	0.6	-0.6	10.6	7.1
CC(C)n1c(COc2ccccc2)nc2ccccc21	-0.9	-3.5	-0.5	1.5	-5.0	3.2	0.4	-10.4	-6.3
Cc1cccc(C)c1NC(=O)CSc1nc2ccccc2c(=O)[nH]1	-2.9	-0.2	-0.6	-1.3	-1.6	2.2	-0.2	-6.7	-2.5
CCc1[nH]nc2c1C(c1cccnc1)C(C#N)=C(N)O2 (stereo not given)	-2.7	-3.6	1.2	-3.2	-6.2	-0.9	0.2	-1.1	1.1
O=C(Nc1ccc(S(=O)(=O)NCCc2ccccc2)cc1)c1ccncc1	-1.3	-7.7	1.9	-0.5	-2.1	4.6	0.2	-5.6	-1.7
Cc1ccc(C(=O)Nc2nc(=O)n(C(=O)C3CC3)s2)cc1	0.3	-3.3	-0.4	-3.8	1.0	-0.2	0.0	0.2	0.1
CCOC(=O)N1CCC(N2C(=O)c3ccc(C(=O)Nc4ccc(OC)c(OC)c4)cc3C2=O)CC1	5.6	13.0	-2.6	-4.5	-13.4	-3.8	0.2	29.3	2.0
COc1ccc(-c2nc3cc([N+](=O)[O-])ccc3o2)cc1OC	-2.7	-2.6	1.1	-1.4	2.9	-2.1	0.0	27.0	15.7
Nn1cnnc1SCC(=O)N(C1CCCCC1)C1CCCCC1	2.2	5.8	-3.9	-1.1	1.8	1.9	0.0	5.4	-5.4
C/C(=N\NC(=O)CCCCCNC(=O)c1ccccc1)c1ccccc1O	-1.6	7.0	0.0	-1.9	-3.6	-1.9	-0.2	1.9	-2.1
COC(=O)CC1=NC(=O)CS1	-3.5	2.8	-0.4	-2.0	-2.8	0.4	-0.2	-3.7	7.4
COc1ccc(/C=C/C(=O)N(Cc2cccs2)C2CCS(=O)(=O)C2)cc1 (stereo not given)	2.7	7.0	3.4	-0.2	4.0	1.0	0.1	1.2	1.3
O=c1c2c(nc3cc(-c4ccccc4Cl)[nH]n13)CCS2	1.7	3.3	-1.0	16.8*	-9.5	0.8	-0.1	16.9	13.3
Cc1ccc(C(=O)O/N=C/c2ccc3c(c2)OCO3)cc1	-1.2	-0.1	-5.1	1.1	-1.0	1.3	-0.2	22.4	6.7

Some entries already given, showing only HCV core dimer.
Structure,HCV core dimer
O=c1c2c(nc3cc(-c4ccccc4Cl)[nH]n13)CCS2,-9.5
Cc1ccc(C(=O)O/N=C/c2ccc3c(c2)OCO3)cc1,-1.0
